Screening data as filed in PubChem BioAssay.
rTrxR1 inhibitor = blocks rat thioredoxin reductase 1; O89049; recombinant rTrxR1, NADPH fluorescence consumption, selenite substrate; Potency, µM (highest dose often 114 µM), inactives show at the top dose activity change, negative = inhibition, most hits filed as inhibitors; actives 1% (n = 390,000); AID 588453; further: potency means the concentration at half of the fitted maximal effect; on the % scale 0 is the no-effect control and ±100 the full control effect; nearly all actives have a fitted effect of over 65% in size
Target sequence (O89049 whole entry, looked up): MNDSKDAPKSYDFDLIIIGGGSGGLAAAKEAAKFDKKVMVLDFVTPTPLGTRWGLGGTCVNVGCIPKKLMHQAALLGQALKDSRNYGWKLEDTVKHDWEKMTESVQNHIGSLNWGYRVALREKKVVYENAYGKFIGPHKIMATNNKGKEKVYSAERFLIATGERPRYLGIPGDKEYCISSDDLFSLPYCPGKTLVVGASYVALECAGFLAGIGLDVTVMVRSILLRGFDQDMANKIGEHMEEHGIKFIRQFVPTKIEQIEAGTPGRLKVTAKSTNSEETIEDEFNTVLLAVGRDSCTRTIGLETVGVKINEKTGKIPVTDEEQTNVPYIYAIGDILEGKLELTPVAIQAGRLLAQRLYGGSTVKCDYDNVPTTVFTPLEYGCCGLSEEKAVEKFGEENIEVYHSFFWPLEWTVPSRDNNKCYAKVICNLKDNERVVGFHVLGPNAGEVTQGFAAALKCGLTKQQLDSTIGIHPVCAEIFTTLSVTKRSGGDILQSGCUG
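Rat TrxR1 (90 nM in the dispensed reagent) was pre-reduced with 400 uM NADPH for 5 min at room temperature, then incubated with compound for 15 min. After 400 uM selenite was added, NADPH fluorescence (Ex 340/Em 450 nm) was followed for 8 min.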
PI4K2A block = inhibitors of human PI4K2A. Q9BTU6. purified PI4K2A, ADP-Glo luminescence, 1 h; stronger effect = lower value. activity change, negative = inhibition, % at 76.9 µM. actives 0.13% (n = 420,000); in the data active means activity change below about -50%; inconclusive means mostly about -30% to -49%;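 further: -100% = wells without enzyme as full effect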
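In this quantitative HTS, ADP production by PI4K2A was quantified luminescently after 1 h at ambient temperature; 100 microM adenosine served as plate-quality control.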
TRHR enhancer = TRH receptor (human) allosteric enhancement; P34981; TRHR cells, fluo-8 calcium fluorescence, EC20 TRH enhancement; enhancement, % at 2 µM; actives 0.66% (n = 360,000); in the data active means enhancement above about 30%; further: 0% is about no effect
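TRHR-expressing cells loaded with fluo-8 calcium dye were read kinetically (ex 480/em 530) during compound addition, then stimulated with an EC20 of TRH (10 nM final). Enhancement of the Gq-mediated intracellular calcium response was scored.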
D2 antag = D2 dopamine receptor (human) antagonism | P14416 | HEK293 TREx D2 cells, calcium flux, dopamine EC80 | inhibition, % at 10 µM | actives 2% (n = 340,000) | AID 485344; in the data active means inhibition above about 30%; further: 0% is about no effect
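HEK293 T-REx D2 cells, tet-induced, calcium dye no-wash. Cpd pintool add, 180 s kinetic, then EC80 DA, 180 s kinetic. Ca flux read.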
TrxR1 substrate = rat thioredoxin reductase 1 substrate activity; O89049; purified TrxR1 substrate turnover, NADPH consumption readout; Potency, µM (titrated, usually from 114 µM), for inactives: at the highest dose activity change, negative = substrate turnover; actives 0.01% (n = 390,000); further: potency means the concentration at half of the fitted maximal effect; on the % scale 0 is the no-effect control and ±100 the full control effect; nearly all actives have a fitted effect of over 50% in size
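Rat TrxR1, dispensed at 90 nM, was prereduced with 400 uM NADPH (final) for 5 min at ~22 deg C, then incubated with compound 15 min before 400 uM selenite. A first-read NADPH fluorescence drop versus no-compound background flagged substrates.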
USP1-UAF1 inh = blocks the human USP1/UAF1 deubiquitinase complex; recombinant USP1/UAF1, Ub-Rhodamine cleavage fluorescence; O94782; Potency, µM (titrated, usually from 57.1 µM), for inactives: at the highest dose activity change, negative = inhibition, hits mostly inhibitors; actives 0.23% (n = 390,000); further: potency means the concentration at half of the fitted maximal effect; on the % scale 0 is the no-effect control and ±100 the full control effect; nearly all actives have a fitted effect of over 60% in size; inactives centre near -12
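Step one: compound is pinned into 1nM USP1/UAF1 in HEPES pH 7.8 buffer with TCEP. Step two: 15 min room-temperature incubation. Step three: Ub-Rho (150nM final) starts cleavage, tracked by fluorescence over six one-minute reads.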
mIDH1 inhibitor = blocks human mutant IDH1 R132H enzyme. O75874. IDH1-R132H enzyme, NADPH consumption, diaphorase/resazurin fluorescence. Potency, µM (doses to about 76.6 µM), without a hit: at the highest dose activity change, negative = inhibition, usual class: inhibitors. actives 0.093% (n = 390,000). AID 602179; further: potency means the concentration at half of the fitted maximal effect; on the % scale 0 is the no-effect control and ±100 the full control effect; nearly all actives have a fitted effect of over 65% in size
Target sequence (O75874 whole entry R132H, stated change not applied): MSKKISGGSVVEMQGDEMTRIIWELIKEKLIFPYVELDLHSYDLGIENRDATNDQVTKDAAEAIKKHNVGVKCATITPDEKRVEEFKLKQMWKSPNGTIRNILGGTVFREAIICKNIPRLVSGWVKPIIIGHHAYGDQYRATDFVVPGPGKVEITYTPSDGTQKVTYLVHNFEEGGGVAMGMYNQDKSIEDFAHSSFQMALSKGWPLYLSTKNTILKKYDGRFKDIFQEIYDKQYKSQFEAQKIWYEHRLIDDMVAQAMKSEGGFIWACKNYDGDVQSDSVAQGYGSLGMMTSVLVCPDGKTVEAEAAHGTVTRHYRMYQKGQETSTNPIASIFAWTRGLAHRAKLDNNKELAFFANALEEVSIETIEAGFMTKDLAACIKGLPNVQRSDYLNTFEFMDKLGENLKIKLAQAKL
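IDH1-R132H (0.5 ug/mL) preincubated 30 min with compound, then NADPH (0.016 mM) and alpha-KG (2 mM) added; 80 min at RT, pH 7.5. Remaining NADPH coupled via diaphorase/resazurin to fluorescence (540/590 nm); concentration-response curves normalized to no-enzyme control.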
D2 ag = D2 dopamine receptor (human) agonism. P14416. HEK293 T-REx D2 cells, calcium flux agonist mode. activation, % at 2 µM. actives 0.53% (n = 340,000). AID 485358;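 active means activation over 3 SD above normal in the single-dose calcium agonist read, cut at about 30% in these data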; further: 0% is about no effect
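Tetracycline-induced HEK293 T-REx cells with force-coupled D2 receptor, plated overnight at 30 C, loaded with no-wash calcium dye. After a 10 s baseline, compound was pin-added and calcium flux read kinetically for 180 s; calcium rises flagged agonists.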
TRHR ag = TRH receptor (human) agonism; P34981; TRHR cells, calcium flux fluo-8, FDSS agonist mode; activation, % at 2 µM; actives 0.18% (n = 360,000); in the data active means activation above about 30%; further: 0% is about no effect
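Agonist-mode FDSS calcium read (Ex 480/Em 530, 1 s cycles) in 1536-well TRHR cells with fluo-8 dye, after 10-cycle baseline and 23 nL compound addition; TRH at EC20 (10 nM final) added afterwards for the enhancer phase.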
* hit, by the source's call; ? = inconclusive; · = not tested or not shown; [ ] = dose if it differs, or a comment. Unless noted, the call rests on the fitted dose curve; in most records, active means well fitted inhibition curve with a large enough effect; inconclusive means small, poorly fitted or top-dose-only effect; inactive means no such curve, though single readings can be large or run the other way.

Results follow in this order: D2 antag, rTrxR1 inhibitor, PI4K2A block, D2 ag, mIDH1 inhibitor, USP1-UAF1 inh, TRHR ag, TRHR enhancer, TrxR1 substrate
[1] CCc1cc(=O)oc2c(CN3CCN(C)CC3)c(O)c(Cl)cc12
 : 2, ?, 0, -0.1, 7%, 4%, 0.0, 2, ·
[2] C#CCOc1ccc(C2C(C#N)=C(N)Oc3cc(O)ccc32)cc1 (stereo not given)
 : 14, 3%[57.1 µM], -3, 0.8, 4%, -11%, 1.0, 4, -7%[57.1 µM]
[3] CCN(CC(=O)O)S(=O)(=O)c1cc(Cl)ccc1Cl
 : 4, -2%, 6, 0.1, 1%, -25%, 0.1, 0, -5%
[4] CC(Sc1nnc(C2CC2)n1C1CC1)C(=O)c1ccc(Br)cc1 (stereo not given)
 : -10, 0%, -4, 0.3, 8%, -1%, 0.1, -10, -4%
[5] CC(C)(C)C1CCC(=NNC(=S)NCc2ccccc2)CC1 (stereo not given)
 : 5, -19%, 1, -0.2, -10%, -8%, -0.1, 1, -9%
[6] COc1cc2c(cc1OC)C(c1cccc(OC)c1OC)CC(=O)N2 (stereo not given)
 : 3, -16%, 0, 0.4, -1%, -11%, 0.1, -3, -8%
[7] Cc1cc(NC(=O)Nc2cc(Cl)sc2Cl)no1
 : 12, 9%, 4, 1.8, -9%, -1%, 2.9, -6, 4%[57.1 µM]
[8] COc1ccc(CNC(=O)C2CCN(S(=O)(=O)N3CCCCC3)CC2)cc1
 : -14, 23%[57.1 µM], 1, 0.7, 13%, 4%, -0.6, 8, 5%[57.1 µM]
[9] Cc1ccc(C)c(NC(=S)NCc2cccs2)c1
 : 5, 3%, -4, -1.3, 7%, -14%, -0.3, -3, -1%
[10] NC(=O)Cn1c(=O)n(CC(=O)N2CCCCC2)c(=O)c2sccc21
 : -5, 12%, -2, 0.2, 0%, -8%, 0.1, 2, -5%
[11] Cc1nonc1NC(=O)OCCN1CCOC1=O
 : -31, 2%[57.1 µM], 10, -1.0, -5%, -2%, 0.7, -7, 5%[57.1 µM]
[12] CCOc1ccc(OCc2ccc(C(=O)OCc3ccccn3)o2)cc1
 : -11, 20%, 0, 0.3, 10%, -19%, 0.1, 1, 4%
[13] COc1ccc(Cn2ccc3nc(C)c(C(=O)Nc4ccc(C)c(F)c4)cc3c2=O)cc1
 : ·, 24%[57.1 µM], 3, 0.6, 20%, -13%, 0.3, 9, 8%[57.1 µM]
[14] COc1cccc(-c2ccc(SCC(=O)N3CCN(c4ccccc4)CC3)nn2)c1
 : 3, 26%[57.1 µM], -6, -0.2, 4%, ?, -1.5, -8, 9%[57.1 µM]
[15] CC(C(=O)Nc1nc(-c2ccc(F)c(F)c2)cs1)N1C(=O)C2CC=CCC2C1=O (stereo not given)
 : 9, 11%, -2, 1.2, -5%, -28%, 0.2, -5, -5%

Next part:
Results follow in this order: D2 antag, rTrxR1 inhibitor, PI4K2A block, D2 ag, mIDH1 inhibitor, USP1-UAF1 inh, TRHR ag, TRHR enhancer, TrxR1 substrate
[16] Cc1ccc(S(=O)(=O)N(CC(=O)Nc2cccc([N+](=O)[O-])c2)C2CCCCC2)cc1
 : 23, 25%[57.1 µM], 9, 0.7, 4%, -2%, -0.5, -2, 11%[57.1 µM]
[17] COc1ccccc1C(=O)C1CCCN(C(=O)c2ccccc2Cl)C1 (stereo not given)
 : 0, 14%, 3, -0.2, 1%, -28%, -1.0, -2, 2%
[18] Cc1cc(=O)n2nc(N3CCC(C(=O)NC4CCCc5ccccc54)CC3)sc2n1 (stereo not given)
 : 6, 12%, -4, -0.1, -2%, 4%, -0.5, -4, 4%
[19] Cc1ccc(NC(=O)c2cccc3ccccc23)cc1
 : 3, 3%[57.1 µM], -2, 0.5, 4%, -20%, 0.0, -4, 7%[57.1 µM]
[20] O=C(O)c1ccc(-n2nc(C(F)(F)F)cc2-c2cccs2)cc1
 : -17, 7%, -6, 0.2, -3%, -24%, 0.7, 2, 1%
[21] COc1ccc2c(c1)C(=O)CC(c1ccc(OC)c(OC)c1)O2 (stereo not given)
 : 4, 5%, 0, 4.0, 8%, -9%, 0.2, -10, 4%
[22] COc1cc(/C=N/n2cnc3scc(-c4cccs4)c3c2=O)cc(OC)c1OC
 : -6, 5%, -1, 0.8, 1%, -1%, 0.5, -4, 0%
[23] CC(=O)NC1=NN(C(C)=O)C(C)(c2ccc3ccccc3c2)S1 (stereo not given)
 : -26, -8%, 3, -1.4, 1%, -20%, -0.5, 7, -3%
[24] NS(=O)(=O)c1ccc(NC(=O)COC(=O)CCNC(=O)NC23CC4CC(CC(C4)C2)C3)cc1
 : -13, 16%[57.1 µM], 2, 0.5, -6%, 0%, 0.3, -1, 12%[57.1 µM]
[25] CC(=O)c1sc(=S)n(Cc2ccccc2)c1C
 : -3, -14%, 5, -0.3, -3%, -16%, -0.9, -3, -10%
[26] CC(OC(=O)CN1C(=O)C2C3C=CC(C4CC34)C2C1=O)C(=O)c1ccccc1 (stereo not given)
 : ·, 18%, -2, ·, -4%, -9%, 0.3, 1, 2%
[27] N/C(=N\OC(=O)COc1ccccc1Cl)c1ccccn1
 : -5, -8%, 13, -0.7, -7%, -13%, 0.0, 1, -10%
[28] Cc1cc(C)cc(NC(=O)C2C3C=CC4(O3)C2C(=O)N(CCCN2CCCC2)C4C(=O)NC2CCCC(C)C2C)c1 (stereo not given)
 : ·, 12%, 0, ·, 5%, -4%, -0.5, 3, -4%
[29] CC(C)[C@H](NC(=O)NCc1cccs1)C(=O)O
 : 7, 27%, -9, 1.6, -2%, -4%, -0.4, -6, 8%
[30] CC(C)OCCCNC1=C(Cl)C(=O)c2ccccc2C1=O
 : 4, 7%[57.1 µM], -9, -1.9, 5%, ?, -0.7, 10, 1%[57.1 µM]

In another format: entries from further up
19. Cc1ccc(NC(=O)c2cccc3ccccc23)cc1
20. O=C(O)c1ccc(-n2nc(C(F)(F)F)cc2-c2cccs2)cc1

Screen / compound no.,19,20
D2 antag,3,-17
rTrxR1 inhibitor,3%[57.1 µM],7%
PI4K2A block,-2,-6
D2 ag,0.5,0.2
mIDH1 inhibitor,4%,-3%
USP1-UAF1 inh,-20%,-24%
TRHR ag,0.0,0.7
TRHR enhancer,-4,2
TrxR1 substrate,7%[57.1 µM],1%

Compounds listed so far containing an aryl thioether with sulfur outside any ring, in the order listed:
Results follow in this order: D2 antag, rTrxR1 inhibitor, PI4K2A block, D2 ag, mIDH1 inhibitor, USP1-UAF1 inh, TRHR ag, TRHR enhancer, TrxR1 substrate
[4] CC(Sc1nnc(C2CC2)n1C1CC1)C(=O)c1ccc(Br)cc1 (stereo not given)
 : -10, 0%, -4, 0.3, 8%, -1%, 0.1, -10, -4%
[14] COc1cccc(-c2ccc(SCC(=O)N3CCN(c4ccccc4)CC3)nn2)c1
 : 3, 26%[57.1 µM], -6, -0.2, 4%, ?, -1.5, -8, 9%[57.1 µM]

Remaining list, next part.
Results follow in this order: D2 antag, rTrxR1 inhibitor, PI4K2A block, D2 ag, mIDH1 inhibitor, USP1-UAF1 inh, TRHR ag, TRHR enhancer, TrxR1 substrate
[31] CN1C(=O)CCC(CCC(=O)O)(c2ccccc2O)C1=O (stereo not given)
 : 2, 9%[57.1 µM], 0, -4.3, 5%, -23%, 0.0, -2, 10%[57.1 µM]
[32] COc1ccc(S(=O)(=O)Nc2ccccc2OC)cc1NC(=O)CC1CC2CCC1C2 (stereo not given)
 : -12, -3%, 1, 0.0, 2%, -11%, -0.5, -2, -10%
[33] CCn1ncc(S(=O)(=O)Nc2cc(Cl)ccc2C)c1C
 : -11, 10%, 0, -0.3, -8%, -1%, -1.3, 1, 1%
[34] Cc1nc2ccccn2c1-c1nnco1
 : 2, 27%[57.1 µM], -8, 0.3, -6%, -6%, -0.4, 15, 25%[57.1 µM]
[35] Cc1ccc2c(c1)CCCN2C(=O)c1cc2ccccc2oc1=O
 : 0, 16%[57.1 µM], 2, 0.0, 17%, -2%, -0.1, 4, -11%
[36] O=C(COC(=O)c1ccc(Cl)c(S(=O)(=O)NCc2ccccc2)c1)NCC1CCCO1 (stereo not given)
 : 1, 14%[57.1 µM], 0, -0.4, 2%, -28%, 4.5, -7, 8%[57.1 µM]
[37] O=C(NCc1cccc(Cl)c1)c1cccc(S(=O)(=O)N2CCCC2)c1
 : 17, -3%, 3, 1.1, -2%, 4%, 0.8, -5, -7%
[38] COc1cc(NC(=O)c2cccs2)c(OC)cc1NC(=O)CCn1nnc2ccccc21
 : -14, -6%[57.1 µM], 4, 1.0, 2%, -7%, -0.4, -6, 3%[57.1 µM]
[39] CC(=O)NC(Cc1ccc(C)cc1)C(=O)NC1CCN(S(=O)(=O)c2ccccc2)CC1 (stereo not given)
 : 20, 22%, 4, -0.1, 0%, -19%, 0.3, -2, 8%
[40] N#C/C(=C/Nc1ccccc1F)S(=O)(=O)c1ccc(Cl)cc1
 : -10, -13%, -1, -0.1, 10%, -18%, -0.6, 9, -6%
[41] CCC(=O)NC(C)C(c1cccs1)N1CCN(c2ccccc2)CC1 (stereo not given)
 : 5, 9%[57.1 µM], 6, -0.3, 13%, 4%, 0.4, 1, 3%[57.1 µM]
[42] CCOc1ccccc1NC(=O)C(=O)NCCc1sc(-c2cccc(F)c2)nc1C
 : ·, 15%[57.1 µM], 2, 1.1, -10%, -18%, 0.8, 6, 3%[57.1 µM]
[43] COc1ccc(-c2oc3ccccc3c2C(=O)OCc2ccc([N+](=O)[O-])cc2)cc1
 : -5, 11%, 1, 1.3, 10%, -22%, 0.5, -5, 0%
[44] CN(Cc1cc2ccccc2[nH]c1=O)S(C)(=O)=O
 : -8, 26%, -4, -0.4, 10%, -4%, -1.0, 0, 16%
[45] COc1ccc(C2C=C(c3ccc(Br)cc3)Nc3nc(NS(C)(=O)=O)nn32)cc1 (stereo not given)
 : -17, ·, ·, 5.9, ·, ·, 19, -2, ·
[46] CCOCCCNC(=O)C(c1ccc(C)cc1)N(Cc1cccs1)C(=O)c1ccccc1O (stereo not given)
 : -2, 0%[57.1 µM], 2, -0.8, 2%, -17%, 0.0, 1, 0%[57.1 µM]
